MITF inh: human MITF inhibition, primary screen; O75030; AlphaScreen MITF homodimerization, bead proximity signal; inhibition, % at 2.6 µM; hit rate 0.91% among 650,000; AID 1259374; in the data active = inhibition above about 50%;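 note: 0% = vehicle wells with protein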
TEAD-YAP inh: TEAD-YAP interaction inhibition; hit rate 1.4% among 640,000; HEK-TIYL cells, TEAD-Gal4/YAP UAS-luciferase luminescence; AID 1259422; inhibition, % at 9.12 µM; in the data active = inhibition above about 32%;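 note: 0% = median of test compound wells and 100% = reference inhibitor wells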
FBW7 activator: human FBW7 E3 ligase activation, primary screen; AID 1259310; normalized activity (activation), % at 26.1 µM; AlphaScreen FBW7–phospho-cyclin E peptide binding, activator screen; Q969H0; hit rate 0.13% among 650,000; in the data active = normalized activity above about 1.9%;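 note: purified mutant Fbw7 with reduced substrate affinity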
Target sequence (Q969H0 whole entry, looked up): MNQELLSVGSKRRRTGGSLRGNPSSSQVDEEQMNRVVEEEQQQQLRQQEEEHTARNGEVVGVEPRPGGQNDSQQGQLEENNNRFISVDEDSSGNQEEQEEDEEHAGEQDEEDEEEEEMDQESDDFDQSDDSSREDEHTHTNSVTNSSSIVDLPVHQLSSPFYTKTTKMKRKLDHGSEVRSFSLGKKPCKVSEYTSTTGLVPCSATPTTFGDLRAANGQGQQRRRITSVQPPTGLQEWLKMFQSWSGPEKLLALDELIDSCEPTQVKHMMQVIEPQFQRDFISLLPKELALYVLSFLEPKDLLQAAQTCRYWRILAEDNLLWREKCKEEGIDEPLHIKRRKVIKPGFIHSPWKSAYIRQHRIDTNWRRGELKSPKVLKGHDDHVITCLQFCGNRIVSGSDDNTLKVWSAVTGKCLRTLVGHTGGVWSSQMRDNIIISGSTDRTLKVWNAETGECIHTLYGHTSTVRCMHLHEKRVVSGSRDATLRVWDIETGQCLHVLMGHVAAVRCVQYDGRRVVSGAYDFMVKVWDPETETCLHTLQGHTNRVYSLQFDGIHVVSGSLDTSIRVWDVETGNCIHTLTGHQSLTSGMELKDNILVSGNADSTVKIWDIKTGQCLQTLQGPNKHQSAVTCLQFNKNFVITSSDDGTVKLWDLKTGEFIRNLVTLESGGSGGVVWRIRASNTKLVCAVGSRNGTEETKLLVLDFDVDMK
GPR151 activ: activators of human GPR151; Q8TDV0; PathHunter beta-arrestin GPR151 cells, luminescence; activation, % at 11.2 µM; hit rate 1% among 650,000; AID 1508602; in the data active = activation above about 4.9%;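 note: 0% = median of compound wells and 100% = cells with positive control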
Target sequence (Q8TDV0 whole entry, looked up): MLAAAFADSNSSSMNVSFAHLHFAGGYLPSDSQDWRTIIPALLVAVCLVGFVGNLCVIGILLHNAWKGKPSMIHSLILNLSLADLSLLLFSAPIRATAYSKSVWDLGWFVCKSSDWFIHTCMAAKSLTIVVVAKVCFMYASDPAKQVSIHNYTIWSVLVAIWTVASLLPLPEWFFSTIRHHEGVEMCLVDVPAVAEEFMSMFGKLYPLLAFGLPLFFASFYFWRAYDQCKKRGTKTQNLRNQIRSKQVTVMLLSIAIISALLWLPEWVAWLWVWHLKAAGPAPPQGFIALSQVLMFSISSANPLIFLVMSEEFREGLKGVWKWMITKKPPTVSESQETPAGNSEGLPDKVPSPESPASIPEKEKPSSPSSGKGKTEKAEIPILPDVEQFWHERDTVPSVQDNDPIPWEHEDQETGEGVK
An asterisk follows results filed as active; & = joins results of further samples.

SMILES	MITF inh	TEAD-YAP inh	FBW7 activator	GPR151 activ
COc1ccc(C(c2sc3ncnn3c2O)N2CCC(C)CC2)cc1 (stereo not drawn)	8	-21	-0.1	-2.0
Cc1cc(C)cc(NC(=O)CN2CCC(c3nc4ccccc4[nH]3)CC2)c1	-1	1	0.0	-3.6
CC(C)N(C(=O)Cn1c(CCNC(=O)c2ccco2)nc2ccccc21)c1ccccc1	4	-4	0.0	-0.4
CCOC(=O)c1oc2ccccc2c1NC(=O)C1CCCN1S(=O)(=O)c1ccc(OC)cc1 (stereo not drawn)	-17	-5	0.0	0.2
COc1c(Cl)cc(Cl)cc1C1C(C#N)=C(N)Oc2n[nH]c(-c3cccs3)c21 (stereo not drawn)	-3	8	-0.2	-0.1
COc1ccc(NC(=O)/C(C#N)=C\c2ccc(N(C)C)o2)cc1	-16	33*	-0.2	2.1
CC(C)n1c2ccccc2n2c(=O)c(=O)n(Cc3ccc(C#N)cc3)nc12	7	3	0.0	-0.7
COCCCNC(=O)c1ccc2c(c1)nc(C)n2-c1cccc(C)c1	2	-8	0.0	-1.1
CCN(CC)S(=O)(=O)c1ccc(NC(=O)c2ccccc2OC)cc1	-21	-2	0.2	1.9
O=C1N[C@H](Cc2ccc(O)cc2)C(=O)N2CCN(C(=O)c3cc(F)c(F)cc3F)C[C@H]12	-5	-12	0.3	-2.9
Cn1cc(S(=O)(=O)Oc2ccc(Cl)cc2)c(=O)n(C)c1=O	14	-3	0.8	-0.3
Cc1ccc(S(=O)(=O)N2CCSC2c2ccc(Cl)cc2)cc1[N+](=O)[O-] (stereo not drawn)	12	6	-0.1	3.6
CCN1CCN(CC(=O)Nc2ccc(C)cc2C)C(=O)C1=O	1	0	0.1	-0.7
Cc1ccc(-c2csc3ncn(Cc4ccc(C(C)(C)C)cc4)c(=O)c23)cc1	-3	-15	-0.1	0.8
O=C(NCc1cccc(C(F)(F)F)c1)c1csc(N2CCC(N3CCOCC3)CC2)n1	-7	2	0.0	0.3
COc1ccc(C(=O)Nc2nnc(SCc3ccccc3C#N)s2)cc1OC	21	2	1.1	-1.2
Cc1nnc(SCC(=O)Nc2ccc(F)cc2F)s1	4	-12	-0.1	-0.1
COc1cc(Nc2nc(NCc3cccc(C(F)(F)F)c3)c3ncn(C4CCCCC4)c3n2)cc(OC)c1OC	-4	-3	-0.1	1.1
C=CCOc1ccc(/C(O)=C2/C(=O)C(=O)N(CCCN(C)C)C2c2ccc(C(C)C)cc2)cc1C (stereo not drawn)	-12	-9	-0.1	-1.5
CC(=O)N1CCN(c2nc(C3CC3)nc3sc4c(c23)CCCC4)CC1	5	-1	0.1	-1.0

An excerpt from above, reduced to GPR151 activ:
SMILES	GPR151 activ
O=C(NCc1cccc(C(F)(F)F)c1)c1csc(N2CCC(N3CCOCC3)CC2)n1	0.3
COc1ccc(C(=O)Nc2nnc(SCc3ccccc3C#N)s2)cc1OC	-1.2
Cc1nnc(SCC(=O)Nc2ccc(F)cc2F)s1	-0.1

(more compounds)
SMILES	MITF inh	TEAD-YAP inh	FBW7 activator	GPR151 activ
Cc1csc(SCc2cc(=O)c(OC(=O)c3ccc([N+](=O)[O-])cc3)co2)n1	19	8	0.2	-1.3
N/C(=N\O)c1cccc(NC(=O)CN2CCOCC2)c1	0	6	0.0	-1.6
COc1cc2c(cc1OC)CC(O)c1cc(OC)c(OC)cc1C2 (stereo not drawn)	-3	-15	0.2	-0.3
CCCS(=O)(=O)N1CCN(Cc2ccccc2F)CC1	57*	6	0.5	0.1
CCOc1cccc(N2C(=O)NC(=O)/C(=C\c3cn(CC(=O)OC)c4ccccc34)C2=O)c1	-1	-2	-0.2	0.3
Cc1cc(C)cc(OCC(=O)N2CCC(C(=O)O)CC2)c1	3	-10	0.0	0.3
O=C(NC1CCN(S(=O)(=O)c2cccc([N+](=O)[O-])c2)CC1)C1CCCCC1	2	3	-0.1	-0.1
COc1ccccc1NC(=O)c1ccc(C(=O)c2ccccc2)o1	11	3	-0.1	-1.2
CCOc1ccc(C(=O)Nc2cccc(C(=O)Nc3cccc4ccccc34)c2)cc1Br	20	0	0.4	0.3
COc1ccc(-c2nc3nnc(C)n3[nH]2)c(OC)c1	-6	-5	-0.2	-1.1
CN(C(=O)CSc1nc2scc(-c3ccccc3)c2c(=O)[nH]1)C1CCS(=O)(=O)C1 (stereo not drawn)	-5	3	-0.1	0.3
Cc1ccc(C2C(C#N)=C(N)Oc3n[nH]c(-c4ccccc4)c32)s1 (stereo not drawn)	-6	-13	-0.3	0.7
CCOC(=O)c1c(/N=c2\oc3ccc4ccccc4c3cc2C(=O)Nc2cccc(C)c2)sc2c1CCCC2	-3	-1	-0.1	-0.8
CC1(C)OC(c2ccncc2)OC1(C)C	11	0	0.1	3.9
Cc1ccc(CN2CCCC(C(=O)N3CCCCCC3)C2)cc1 (stereo not drawn)	64*	0	0.2	-0.4
COc1ccc2nc(-n3nc(C)cc3NC(=O)c3cccc(F)c3)sc2c1	5	13	0.1	0.5
CCn1cnc2sc(C(=O)NC(C)c3ccccc3)c(C)c2c1=O (stereo not drawn)	4	-31	0.4	0.0
Cc1oc2ccc(OCC(N)=O)cc2c1C(=O)OC(C)C	1	-1	-0.1	-0.3
O=C(Nc1ccc(Cl)cc1Cl)c1cc2ccc(O)cc2oc1=O	11	-1	0.1	0.7
Cc1cccc(Oc2ccc(NC(=O)C3CC(=O)N(Cc4ccccc4)C3)cc2)c1 (stereo not drawn)	-18	6	-0.2	2.0
Clc1ccc(CN2CCN(CC3CC=CCC3)CC2)cc1 (stereo not drawn)	78*	-4	-0.1	0.6
COc1ccc(NC(=O)Cn2cnc3c(cnn3-c3ccc(C)c(C)c3)c2=O)c(OC)c1	3	20	0.1	0.3
CCCNC(=O)CCC(NS(=O)(=O)c1ccc(C)cc1)C(=O)NCCC (stereo not drawn)	-3	2	0.0	0.7
CCCCC(=O)Nc1nnc(SCC(=O)NC2CCCC2)s1	-6	6	0.0	0.5
CCOC(=O)C1=C(C)Nc2nnnn2C1c1cccc(O)c1 (stereo not drawn)	-1	1	-0.2	13*
COc1cc(Nc2cccc(C(=O)NCc3cccnc3)c2)cc(OC)c1OC	-2	-14	-0.2	0.7
CCOc1cc(CN2CCN(Cc3ccc(C)o3)C(CCO)C2)ccc1OC (stereo not drawn)	1	4	-0.2	0.5
CCSC1=C(C#N)C(CC(C)C)C2=C(CCCC2=O)N1 (stereo not drawn)	5	7	0.8	-0.2
O=C1OC(Nc2ccc(S(=O)(=O)Nc3ccc(Cl)nn3)cc2)c2ccccc21 (stereo not drawn)	-3	-1	0.1	-0.5
Cc1cccc(C)c1NC(=O)Cn1cc(C=O)c2ccccc21	2	14	-0.1	0.0
NC(=O)c1cn(-c2ccccc2)nc1-c1cc2ccccc2oc1=O	10	9	1.1	1.3
COc1ccccc1C(=O)Nc1nc(-c2cc3cccc(OC)c3o2)cs1	-6	-9	-0.1	4.0
O=C(NCC1COCCO1)c1cc(COc2c(F)cccc2F)on1 (stereo not drawn)	-14	-12	0.0	-1.1
O=C(CN1CC(c2ccccc2)CC1=O)N1CCN(c2cccc(Cl)c2)CC1 (stereo not drawn)	-4	8	-0.1	0.9
COc1ccccc1NC(=O)C1C2C3CCC(C3)C12 (stereo not drawn)	-2	-33	0.0	1.0
CC(=NCc1ccco1)c1c(CSc2ccc(C)cc2)[nH]n(-c2nc3ccccc3s2)c1=O	32	13	0.1	1.0
CC(C)c1ccc(NC(=O)CSc2nnc(CNC(=O)c3ccccc3)n2C)cc1	14	7	-0.1	0.0
NC(CC(=O)O)c1ccccc1 (stereo not drawn)	7	3	0.0	0.6
COc1cc2[nH]c(=O)n(/N=C/c3ccc(O)c(Br)c3)c(=O)c2cc1OC	7	-2	-0.2	-0.7
Cc1nn(-c2ccccc2)c(C)c1/C=C/C(=O)OCC(=O)Nc1ccc(C(N)=O)cc1	19	-9	0.3	0.0

Looked up one by one from the list above:
SMILES	MITF inh	TEAD-YAP inh	FBW7 activator	GPR151 activ
CCCNC(=O)CCC(NS(=O)(=O)c1ccc(C)cc1)C(=O)NCCC (stereo not drawn)	-3	2	0.0	0.7
COc1ccccc1C(=O)Nc1nc(-c2cc3cccc(OC)c3o2)cs1	-6	-9	-0.1	4.0
O=C(NCC1COCCO1)c1cc(COc2c(F)cccc2F)on1 (stereo not drawn)	-14	-12	0.0	-1.1
O=C1OC(Nc2ccc(S(=O)(=O)Nc3ccc(Cl)nn3)cc2)c2ccccc21 (stereo not drawn)	-3	-1	0.1	-0.5

(next part)
SMILES	MITF inh	TEAD-YAP inh	FBW7 activator	GPR151 activ
COc1ccc(CN2CCCC(O)C2)cc1C (stereo not drawn)	11	13	0.4	0.4
COc1cc(Nc2nc3ncnc(NCc4ccccc4)c3[nH]2)cc(OC)c1OC	18	-5	0.2	-1.3
Cc1ccc(CN2CCC3(CC2)CC3C(=O)NCCCc2ccncc2)o1 (stereo not drawn)	-4	3	-0.1	-0.7
CCCCN(C)C(=O)c1cn(-c2ccc(C)c(C)c2)c(=O)c2ccccc12	-3	4	-0.1	1.9
CC(=O)Nc1ccc(S(=O)(=O)N2CCN(C(=O)c3cccnc3)CC2)cc1	-12	-2	0.0	1.9
Cn1c(=O)c2c(SCC(=O)N3CCOCC3)nc(C3CCCC3)nc2n(C)c1=O	6	6	0.1	0.8
CCOC(=O)N1CCC(NC(=O)c2ccc(N3CC4CC(C3)c3cccc(=O)n3C4)c(NC(=O)c3cccc(C(F)(F)F)c3)c2)CC1 (stereo not drawn)	1	11	0.5	-1.3
COc1ccc(C2NC(=O)NC(C)=C2C(=O)OCc2ccc3c(c2)OCO3)cc1OC (stereo not drawn)	1	11	0.0	0.5
CCCN(CCC)Cc1c(C(=O)N/N=C/c2cccc(OC)c2)nnn1-c1nonc1N	-5	11	-0.1	-0.8
CCN(CC)c1ccc(/C=N/n2c(-c3cccnc3)n[nH]c2=S)cc1	-9	8	0.1	0.3
N#Cc1ccc(-c2csc(NC(=O)c3cccc(Oc4ccccc4)c3)n2)cc1	13	13	0.0	1.5
Cc1ccc(CNC(=O)CCC2CCCN(Cc3ccc4c(c3)CCO4)C2)o1 (stereo not drawn)	1	12	-0.1	0.9
Cc1nc(SCc2ccccc2Cl)c2c(=O)n(C)c(=O)n(C)c2n1	-7	-8	0.1	0.9
O=C(Nc1ccccc1Cl)NC1(C(=O)NCc2cccnc2)CCCCC1	9	0	0.3	-0.2
COC(C(=O)N1CCC[C@@H]2CN(Cc3ccsc3)CC[C@H]21)c1ccccc1 (stereo partly drawn)	6	2	-0.1	1.0
O=C1CC(c2ccccc2Cl)CC2=C1C(c1ccc(O)cc1)Nc1ccccc1N2 (stereo not drawn)	0	0	-0.1	0.2
Cc1cc(NC2CCN(Cc3ccccc3)CC2)nc(Nc2cnccn2)n1	0	2	-0.2	-1.8
COC(=O)c1c(C)oc2cc(Br)c(OCc3ccccc3Cl)cc12	-4	22	-0.1	0.8
Cc1cccc(N(C)S(=O)(=O)c2c[nH]c3ccc([N+](=O)[O-])cc23)c1	8	10	0.5	-0.7
Cc1ccc(C(C#N)c2cc(C)nc3ncnn23)cc1 (stereo not drawn)	13	9	1.7	-1.3

Whole records, quoted from the list. Order of values: MITF inh	TEAD-YAP inh	FBW7 activator	GPR151 activ
`O=C(Nc1ccccc1Cl)NC1(C(=O)NCc2cccnc2)CCCCC1` across the screens: 9	0	0.3	-0.2
`Cn1c(=O)c2c(SCC(=O)N3CCOCC3)nc(C3CCCC3)nc2n(C)c1=O` across the screens: 6	6	0.1	0.8
`Cc1ccc(CN2CCC3(CC2)CC3C(=O)NCCCc2ccncc2)o1` (stereo not drawn) across the screens: -4	3	-0.1	-0.7
`COCCCNC(=O)c1ccc2c(c1)nc(C)n2-c1cccc(C)c1` across the screens: 2	-8	0.0	-1.1
`CCN(CC)c1ccc(/C=N/n2c(-c3cccnc3)n[nH]c2=S)cc1` across the screens: -9	8	0.1	0.3

Continuation:
SMILES	MITF inh	TEAD-YAP inh	FBW7 activator	GPR151 activ
CCC1(C)CC(=O)NC1=O (stereo not drawn)	-14&11&0	3&-7	0.1&-0.1&-0.1	1.7&-1.1&-0.1
Cc1sc2ncnc(NCC(=O)O)c2c1C	2	0	0.0	0.4
COc1ccc(/C=N/Nc2nc(C)cc(C)n2)cc1OCc1ccccc1	4	16	0.1	-2.7
COc1cccc(-n2nnc3c(=O)n(Cc4c(F)cccc4Cl)cnc32)c1	1	3	-0.3	0.2
CCCNC(=S)Nc1cccc(OC)c1	8	-4	-0.3	2.6
COc1cn(C)c(C(=O)Nc2cccc(Cl)c2C)cc1=O	9	-3	0.0	0.7
O=[N+]([O-])c1ccc(NCCNc2nc(N3CCCC3)nc3ccccc23)cc1	18	18	0.0	-2.7
CCCNC(=O)CSCc1nc(-c2ccc(SC)cc2)oc1C	10	-13	0.1	0.1
CCOC(=O)COc1cc(C)c2c(C)cc(=O)oc2c1	17	14	1.2	0.5
CC(C)(Oc1ccc(Cl)cc1)C(=O)Nc1ccccc1N1CCOCC1	7	-8	0.1	0.8
CCn1c2ccccc2c2cc(NC(=O)C(=O)Nc3cccc(C)n3)ccc21	3	-12	0.0	2.2
COCCN(Cc1cc2cc3c(cc2nc1Cl)OCO3)C(=O)Nc1cccc(C)c1	-3	18	0.1	2.0
O=C(Nc1ccccc1F)c1cnc2ccccn2c1=O	9	54*	-0.1	-2.0
COc1ccc(NC(=O)CCc2c(C)[nH]c(=O)n(C)c2=O)cc1Cl	15	-9	0.7	1.7
O=C(Nc1ncc(Cc2ccccc2Cl)s1)C(c1ccccc1)c1ccccc1	0	4	-0.1	-0.1
CC1CC(C)CN(c2cc3c(cc2[N+](=O)[O-])C(=O)N(c2ccc(F)cc2)C3=O)C1 (stereo not drawn)	11	12	0.2	-1.0
COc1ccc(-c2nc(C)cc(NCc3nc4ccccc4[nH]3)n2)cn1	3	-4	1.7	1.1

Screening data as filed in PubChem.
